Bioassay records as filed in PubChem BioAssay.
TEAD-YAP block: TEAD-YAP interaction inhibition; 640,000 compounds, 1.4% hits; HEK-TIYL cells, TEAD-Gal4/YAP UAS-luciferase luminescence; inhibition, % at 9.12 µM; in the data active = inhibition above about 32%;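 note: 0% = median of test compound wells and 100% = reference inhibitor wells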
MITF inh: inhibitors of human MITF | O75030 | AlphaScreen MITF homodimerization, bead proximity signal | inhibition, % at 2.6 µM | 650,000 compounds, 0.91% hits; in the data active = inhibition above about 50%;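 note: 0% = vehicle wells with protein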
GPR151 activ: human GPR151 activation; Q8TDV0; PathHunter beta-arrestin GPR151 cells, luminescence; activation, % at 11.2 µM; 650,000 compounds, 1% hits; AID 1508602; in the data active = activation above about 4.9%;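 note: 0% = median of compound wells and 100% = cells with positive control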
Target sequence (Q8TDV0 whole entry, looked up): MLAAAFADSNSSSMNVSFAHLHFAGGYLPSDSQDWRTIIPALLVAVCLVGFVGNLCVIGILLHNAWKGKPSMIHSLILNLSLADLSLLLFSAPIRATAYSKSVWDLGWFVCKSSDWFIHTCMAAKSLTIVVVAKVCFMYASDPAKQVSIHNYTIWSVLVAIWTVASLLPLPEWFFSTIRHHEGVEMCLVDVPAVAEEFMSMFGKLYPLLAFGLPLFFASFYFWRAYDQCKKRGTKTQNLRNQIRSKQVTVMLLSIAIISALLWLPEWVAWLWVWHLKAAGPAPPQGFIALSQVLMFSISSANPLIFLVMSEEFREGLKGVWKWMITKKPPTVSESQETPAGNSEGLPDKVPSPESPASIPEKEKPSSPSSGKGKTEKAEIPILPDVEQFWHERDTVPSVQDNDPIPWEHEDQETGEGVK
FBW7 activator: human FBW7 E3 ligase activation, primary screen | normalized activity (activation), % at 26.1 µM | 650,000 compounds, 0.13% hits | Q969H0 | AlphaScreen FBW7–phospho-cyclin E peptide binding, activator screen; in the data active = normalized activity above about 1.9%;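 note: purified mutant Fbw7 with reduced substrate affinity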
Target sequence (Q969H0 whole entry, looked up): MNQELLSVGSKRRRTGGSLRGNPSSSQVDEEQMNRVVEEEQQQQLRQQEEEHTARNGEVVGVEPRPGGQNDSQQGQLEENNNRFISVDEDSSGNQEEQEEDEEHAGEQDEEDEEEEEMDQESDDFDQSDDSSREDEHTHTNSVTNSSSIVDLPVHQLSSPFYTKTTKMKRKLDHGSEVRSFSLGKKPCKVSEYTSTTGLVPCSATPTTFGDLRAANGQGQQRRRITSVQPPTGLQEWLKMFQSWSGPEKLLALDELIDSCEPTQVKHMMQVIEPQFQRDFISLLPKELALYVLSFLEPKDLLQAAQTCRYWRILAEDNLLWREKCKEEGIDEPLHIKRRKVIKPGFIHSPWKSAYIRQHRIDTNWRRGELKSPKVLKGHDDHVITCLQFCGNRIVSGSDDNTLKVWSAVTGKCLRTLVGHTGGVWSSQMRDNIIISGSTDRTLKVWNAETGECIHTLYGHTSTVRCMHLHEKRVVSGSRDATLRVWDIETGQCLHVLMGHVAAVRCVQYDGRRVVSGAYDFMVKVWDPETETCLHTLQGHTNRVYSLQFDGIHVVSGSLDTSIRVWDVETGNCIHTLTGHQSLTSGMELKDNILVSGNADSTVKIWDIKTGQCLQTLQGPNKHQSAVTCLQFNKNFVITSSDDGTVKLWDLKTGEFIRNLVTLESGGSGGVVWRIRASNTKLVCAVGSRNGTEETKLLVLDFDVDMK
The depositor's hits bear a star.

Fields: TEAD-YAP block | MITF inh | GPR151 activ | FBW7 activator
1	CC1=NN(c2ccc(Cl)cc2)C(=O)/C1=C\Nc1ccc(Sc2ccc(N/C=C3\C(=O)N(c4ccc(Cl)cc4)N=C3C)cc2)cc1
 : -4 | -9 | -1.1 | 0.1
2	CC1CCCC(N2C(=O)c3cccnc3C2=O)C1C (stereo not drawn)
 : 5 | 11 | 2.0 | -0.2
3	COCCNC(=O)CN1N=C(c2ccc(OC)cc2)CCC1=O
 : -6 | -2 | 0.7 | 0.1
4	COc1ccccc1/C=C/C(=O)Nc1ccc2[nH]ncc2c1
 : 35* | -5 | -0.3 | -0.2
5	O=[N+]([O-])c1ccccc1/C=N/Nc1ncc(-c2ccccc2)cn1
 : -49 | 19 | -0.3 | 0.0
6	COc1ccc(OC)c(C2CC(=O)NC3=C2C(=O)CC(c2ccccc2Cl)C3)c1 (stereo not drawn)
 : -9 | 13 | 0.0 | -0.1
7	O=C(CSc1nnc(CN2CCOCC2)n1-c1ccccc1)Nc1ccc(Cl)cc1
 : 10 | -2 | 0.0 | -0.3
8	Cc1nnc(C)n1/N=C/c1cccnc1
 : -7 | -4 | -1.1 | -0.3
9	COc1ccc(OC)c(NC(=O)c2cc(S(=O)(=O)N3CCCc4ccccc43)ccc2F)c1
 : 1 | 4 | -1.4 | -0.1
10	O=C(Nc1c(C(=O)C2CC2)oc2ccccc12)c1ccc(C(F)(F)F)cc1
 : -7 | -4 | -0.8 | 0.6
11	CCOC(=O)CC(NS(=O)(=O)c1cc(OC)ccc1OC)c1ccccc1Cl (stereo not drawn)
 : 10 | 10 | -2.0 | 0.6
12	Oc1ccccc1C1=Nc2ccccc2N=C(c2ccccc2)C1
 : -4 | 1 | -1.3 | 0.2
13	C1=C(c2ccccc2)Nc2ncnn2C1c1ccco1 (stereo not drawn)
 : -5 | -5 | 0.7 | 0.0
14	COc1ccc(C2=NN(C(N)=O)C(O)(C(F)(F)F)C2)cc1 (stereo not drawn)
 : -10 | 2 | 1.0 | 0.0
15	COc1ccccc1-c1nnc(C2CCN(S(=O)(=O)c3ccccc3)CC2)o1
 : 0 | -5 | 5.8* | -0.1
16	Cc1ccc(-n2c(O)c(/C=N/N3C(=O)c4ccccc4C3=O)c3ccccc3c2=O)cc1C
 : 6 | 4 | 1.0 | 0.2
17	COc1cc(OC)c(NC(=O)Cn2ncc3c(=O)oc4ccccc4c32)cc1Cl
 : -1 | 9 | -1.1 | 1.6
18	COc1cccc(C(=O)NCCOc2cc(C)cc(C)c2)c1
 : -6 | 9 | -1.6 | 0.1
19	O=C(Nc1ccc(S(=O)(=O)Nc2nccs2)cc1)C1CCCO1 (stereo not drawn)
 : 7 | 6 | 0.2 | 0.5
20	CC1CCCC(C)N1CC(O)Cn1cc(CO)c2ccccc21 (stereo not drawn)
 : -3 | 4 | 0.1 | 0.1
21	CCC(C)NCCOc1ccccc1F (stereo not drawn)
 : -7 | 53* | -0.3 | 0.0
22	C=CCn1c2cc(C)sc2c2cnn(CC(=O)N(C)C)c(=O)c21
 : -8 | 2 | 1.5 | -0.1
23	O=C(NCC1CCCN(Cc2ccc3c(c2)CCO3)C1)c1n[nH]c2ccccc12 (stereo not drawn)
 : -2 | -9 | -1.1 | -0.2
24	CSc1nnc2ccc(-c3ccc(Br)cc3)nn12
 : -2 | -8 | -0.5 | -0.2
25	O=C(c1ccc2c(c1)OCCO2)N(CCCn1ccnc1)c1nc2ccc(F)cc2s1
 : 20 | 0 | -0.3 | -0.3
26	Cc1cc(N2CCCCC2)nc2ccc(NC(=O)Cn3nc(C(F)(F)F)cc3C)cc12
 : 1 | -5 | -0.1 | 0.3
27	CCOC(=O)/C(C#N)=C/Nc1ccccc1NS(=O)(=O)c1cccs1
 : -4 | 7 | -0.6 | 0.2
28	Cc1ccc(C(=O)NCc2ccco2)o1
 : -1 | 16 | -0.1 | 0.0
29	CN(C(=O)c1ccc(N=Cc2nc(-c3cccc4ccccc34)oc2O)cc1)c1ccccc1
 : -2 | 6 | -0.4 | 0.2
30	CCNC(=S)NCc1ccc(Cl)cc1
 : 10 | 10 | 0.3 | 0.2
31	COc1cc(OC)cc(C(=O)N2CCc3cc(OC)c(OC)cc3C2COc2ccccc2OC)c1 (stereo not drawn)
 : 6 | 10 | -0.6 | -0.1
32	CCOc1ccccc1C1C(C#N)=C(N)Oc2n[nH]c(-c3ccc(OC)cc3)c21 (stereo not drawn)
 : 1 | -5 | 0.8 | 0.1
33	Cc1nn(-c2ccccc2)c(C)c1/C=C/C(=O)OCC(=O)NCCN1C(=O)CSC1=O
 : -3 | 6 | 2.0 | 0.0
34	FC(F)(F)c1ccc(Nc2nc3ncnc(NC4CC4)c3[nH]2)cc1
 : -10 | -2 | -1.1 | -0.2
35	CC(Cc1cccnc1)NC(=O)COc1ccc(N2CCN(C3CCCCC3)CC2)nn1 (stereo not drawn)
 : -19 | 7 | 0.5 | -0.1
36	CN(c1nc2nonc2nc1NC1CCCC1)C1CCOCC1
 : -1 | 3 | -0.1 | 0.0
37	O=C(Nc1cc(Cl)ccc1Cl)c1cc(Br)cc(Br)c1O
 : 34* | -15 | 0.0 | 0.0
38	CC(C)(CO)Nc1nc(N2CCOCC2)nc(N2CCOCC2)n1
 : 1 | -2 | 1.1 | -0.1
39	COc1ccc(CN2CCN(C(=O)c3ccc(F)cc3)CC2)cc1OC
 : 4 | 7 | 1.1 | 0.3
40	COc1ccc(-c2[nH]c3ccccc3c2C(C[N+](=O)[O-])c2ccc3c(c2)OCO3)cc1OC (stereo not drawn)
 : -7 | -4 | 1.2 | -0.1

An excerpt from above in order of SMILES length, low to high:
Fields: TEAD-YAP block | MITF inh | GPR151 activ | FBW7 activator
36	CN(c1nc2nonc2nc1NC1CCCC1)C1CCOCC1
 : -1 | 3 | -0.1 | 0.0
32	CCOc1ccccc1C1C(C#N)=C(N)Oc2n[nH]c(-c3ccc(OC)cc3)c21 (stereo not drawn)
 : 1 | -5 | 0.8 | 0.1
26	Cc1cc(N2CCCCC2)nc2ccc(NC(=O)Cn3nc(C(F)(F)F)cc3C)cc12
 : 1 | -5 | -0.1 | 0.3
33	Cc1nn(-c2ccccc2)c(C)c1/C=C/C(=O)OCC(=O)NCCN1C(=O)CSC1=O
 : -3 | 6 | 2.0 | 0.0

New compounds follow
Fields: TEAD-YAP block | MITF inh | GPR151 activ | FBW7 activator
41	CCN(CC)C(=O)c1ccc2c(c1)NC(=O)c1ccccc1N2
 : 3 | 15 | 4.7 | 0.3
42	O=C1C2C(c3ccccc3)OC3(C(=O)c4ccccc4C3=O)C2C(=O)N1c1ccc(Oc2ccc(Cl)cc2)cc1 (stereo not drawn)
 : -2 | 9 | 1.6 | 0.1
43	CCC(=O)N1CCN(c2ccccc2NC(=O)C(Cl)(Cl)Cl)CC1
 : 3 | 5 | 2.9 | -0.2
44	COCCN(Cc1cc2cc(C)ccc2n2nnnc12)C(=S)Nc1ccc(OC)cc1
 : 1 | 3 | 1.3 | 0.1
45	COc1cc(CN2CCN(Cc3cccc(C)c3)CC2)cc(OC)c1O
 : -6 | 46 | 0.4 | 0.2
46	CC(C)CC(=O)N1CCC2(CCC(=O)N2Cc2ccccc2)CC1
 : 0 | 9 | -1.0 | 0.1
47	COc1ccccc1NC(=O)Cn1cc(C(=O)C2CC2)c2ccccc21
 : -4 | 3 | 0.1 | 0.0
48	O=C(CSCc1ccc(Br)cc1)N1CCN(Cc2ccccc2)CC1
 : 2 | 13 | -1.7 | 0.9
49	CC(C)(C)C(=O)Nc1ccc(Cl)c(-c2nc3ncccc3o2)c1
 : -2 | 10 | -0.4 | 0.2
50	CN(C)CCN(Cc1cc2cc3c(cc2[nH]c1=O)OCO3)C(=O)Nc1ccc(Cl)cc1
 : 0 | 0 | 0.3 | 0.0
51	Cc1ccc(N2CC(O)=C(c3nc(-c4ccccc4)cs3)C2=N)cc1
 : -2 | -8 | 0.0 | 0.0
52	Cc1ccc(O)c(/C=N/NC(=O)CNC(=O)C(c2ccccc2)c2ccccc2)c1
 : 21 | 0 | 0.1 | -0.1
53	CCN1CCCC1CNC(=O)Cn1nnnc1CN(C)C(C)C (stereo not drawn)
 : 1 | -3 | -0.2 | 0.2
54	CCc1ccccc1NS(=O)(=O)c1ccc2c(c1)CC(=O)N2
 : -1 | 6 | 0.8 | 0.6
55	COc1ccc(CCNC(=O)CC(=O)N/N=C/c2ccc3c(c2)OCO3)cc1OC
 : 0 | 12 | -0.6 | 0.2
56	CC(C)c1ccc(CN2CCc3nnc(CCNC(=O)c4ccco4)n3CC2)cc1
 : 1 | -4 | 0.1 | 0.3
57	COc1ccc(S(=O)(=O)NCC(c2ccc(N(C)C)cc2)N2CCc3ccccc3C2)cc1OC (stereo not drawn)
 : -4 | -2 | 0.2 | -0.2
58	CC1CC(C)CN(CC(O)COCCOc2ccc(Br)cc2)C1 (stereo not drawn)
 : 5 | -15 | 0.2 | -0.1
59	Cc1cccc(-c2ocnc2C(=O)NCc2ccc3c(c2)OCO3)c1
 : -4 | -7 | -1.1 | -0.1
60	Cc1nnc(SCC(=O)c2ccc(Cl)cc2)n(N)c1=O
 : -72 | -1 | 0.1 | -0.6

61	CCOc1cccc(C(=O)Nc2cccc(NC(=O)CC)c2)c1
62	CC(=O)Nc1cccc(C(=O)Nc2cccnc2)c1
63	N#C/C(=C\c1ccccc1I)c1nc2ccccc2c(=O)[nH]1
64	COc1ccccc1NC(=O)N1c2ccccc2Sc2ccccc21
65	OCCC1CN(Cc2ccon2)CCN1CC1CCCCC1 (stereo not drawn)
66	COc1ccc(-c2cnc(NCc3cnc(C)cn3)nc2)cc1
assay / entry	61	62	63	64	65	66
TEAD-YAP block	-8	3	2	0	-1	46*
MITF inh	14	-6	15	5	-7	9
GPR151 activ	0.1	-1.0	-0.7	2.3	-2.1	-1.7
FBW7 activator	0.1	-0.1	0.2	0.1	0.1	0.5

Among those listed so far, these have two or more sulfur atoms.
19	O=C(Nc1ccc(S(=O)(=O)Nc2nccs2)cc1)C1CCCO1 (stereo not drawn)
27	CCOC(=O)/C(C#N)=C/Nc1ccccc1NS(=O)(=O)c1cccs1
assay / entry	19	27
TEAD-YAP block	7	-4
MITF inh	6	7
GPR151 activ	0.2	-0.6
FBW7 activator	0.5	0.2

Down the list, as entered above:
Compounds 63 to 66 in FBW7 activator: 0.2, 0.1, 0.1, 0.5
Compounds 63 to 66 in TEAD-YAP block: 2, 0, -1, 46*

Carrying on:
67	CCCN1CCOc2ccc(C(O)c3cccnc3)cc2C1 (stereo not drawn)
68	COc1cc(OC)cc(C(=O)Nc2c3c(nn2-c2ccc(F)cc2)CSC3)c1
69	Cc1cccc(C(=O)Nn2c(-c3cccc(C)c3)nc3ccccc3c2=O)c1
70	COC(=O)c1ccc(NC(=O)c2sc3nc(-c4ccccc4)cn3c2C)cc1
71	O=C1CSC(=S)N1c1ccc(Br)cc1
72	CN(CCCNC(=O)Cn1nc(-c2ccccc2)ccc1=O)Cc1ccccc1
assay / entry	67	68	69	70	71	72
TEAD-YAP block	-9	21	8	-5	-7	-3
MITF inh	10	0	-10	10	-5	-5
GPR151 activ	1.8	-1.0	1.9	-0.9	0.9	2.0
FBW7 activator	-0.1	-0.1	-0.2	0.0	0.0	0.2

73	O=C(C1CC12CCN(C1CCSCC1)CC2)N1CCc2ccccc2C1 (stereo not drawn)
74	COc1cccc(NC(=O)Nc2nnc(COc3c(C)cccc3C)s2)c1
75	Cc1cccc(C(=O)N(Cc2ccc(F)cc2)C2CCS(=O)(=O)C2)c1 (stereo not drawn)
76	O=C(O)Cc1sc(NCc2ccccc2)nc1-c1cccs1
77	CC(C)CC(=O)N/N=C/c1ccc(OC2CSC2)cc1
78	CCOC(=O)N1CCC(NC(=O)Cn2cc(NC(=O)CCOc3ccccc3)cn2)CC1
assay / entry	73	74	75	76	77	78
TEAD-YAP block	5	4	-11	-6	-15	1
MITF inh	-7	23	-6	17	0	12
GPR151 activ	-0.9	1.4	-1.0	1.4	0.1	0.7
FBW7 activator	-0.1	0.1	-0.2	0.1	-0.1	0.0

79	CC(CCc1ccccc1)NC(=O)c1cnc2ccccn2c1=O (stereo not drawn)
80	S=C(Nc1ccc2ocnc2c1)NC1CCCCC1
81	CCCn1c(SCC(=O)Nc2nnc(CC)s2)nnc1-c1ccccn1
82	CCOC(=O)CSc1nc2ccc(C)cc2n2cnnc12
83	CCCCSc1nnc2c(n1)OC(C(=O)c1ccc(OC)cc1)Nc1ccc(Br)cc1-2 (stereo not drawn)
84	CCOC(=O)c1c(C)n(-c2ccc(N(C)C)cc2)c2ccc(OC)cc12
assay / entry	79	80	81	82	83	84
TEAD-YAP block	-10	-9	2	-6	5	-11
MITF inh	3	2	-1	-5	15	-7
GPR151 activ	1.0	-1.2	0.2	-1.6	0.8	1.2
FBW7 activator	0.0	0.0	0.0	-0.1	-0.1	-0.4

85	CCOc1ccc(CN2CCN(Cc3ccc(OC)c(O)c3)CC2CCO)cc1 (stereo not drawn)
86	Cc1cccc(Nc2nc3ccccc3n3cnnc23)c1C
87	Nc1nc(Cn2nnc(-c3ccc4c(c3)OCO4)n2)nc(N2CCOCC2)n1
88	Cc1nc2ccc(NC(=O)NCc3ccccc3)cc2nc1C
89	O=C(NCCS(=O)(=O)N1CCN(c2ccccn2)CC1)c1ccco1
90	O=C(Nc1ccc(-c2ccncc2)cn1)C1COc2ccccc2O1 (stereo not drawn)
91	CCC1(CCC(=O)NCCCn2nnc3ccccc32)CCC(=O)N1 (stereo not drawn)
92	Nc1cccc(-c2cccc(C(=O)NCCN3CCOCC3)n2)c1
assay / entry	85	86	87	88	89	90	91	92
TEAD-YAP block	0	-5	4	-9	-3	-6	14	4
MITF inh	0	-3	16	-6	-1	31	-1	-5
GPR151 activ	0.6	0.5	-0.5	1.3	0.1	-2.0	-0.7	0.4
FBW7 activator	0.0	-0.4	0.2	-0.1	-0.1	0.5	-0.1	0.1
